High-throughput results deposited in PubChem by Sanford-Burnham Center for Chemical Genomics.
Jurkat NFkB inh: inhibitors of induced NF-kB luciferase reporter, primary screen, TCR NF-kB activation inhibitor project, cell-based, luminescence, uHTS | Jurkat, PMA/ionomycin-induced NF-kB luciferase reporter | inhibition, % at 4 µM | 330,000 tested, 0.53% active | AID 435003, 2010; in the data active = inhibition above about 50%
UBC13 inh: UBC13 polyubiquitin chain formation inhibitors, primary screen, biochemical, TR-FRET, uHTS. 330,000 tested, 0.47% active. Ubiquitin-conjugating enzyme E2 N (Homo sapiens), P61088. inhibition, % at 20 µM. AID 485273, 2010; in the data active = inhibition above about 45%, passing the limit was not always enough
CXCR6 inh: CXCR6 receptor inhibitors, primary screen, cell-based, beta-arrestin, luminescence, CHO-K1 PathHunter, 1536-well; inhibition, % at 20 µM; 360,000 tested, 0.36% active; AID 602244, 2012; in the data active = inhibition above about 34%, passing the limit was not always enough;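 also: antagonist mode with CXCL16 agonist at 10 nM final; 0% = 10 nM CXCL16 with DMSO and 100% = unstimulated wells without agonist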
Target sequence (O00574 whole entry, looked up): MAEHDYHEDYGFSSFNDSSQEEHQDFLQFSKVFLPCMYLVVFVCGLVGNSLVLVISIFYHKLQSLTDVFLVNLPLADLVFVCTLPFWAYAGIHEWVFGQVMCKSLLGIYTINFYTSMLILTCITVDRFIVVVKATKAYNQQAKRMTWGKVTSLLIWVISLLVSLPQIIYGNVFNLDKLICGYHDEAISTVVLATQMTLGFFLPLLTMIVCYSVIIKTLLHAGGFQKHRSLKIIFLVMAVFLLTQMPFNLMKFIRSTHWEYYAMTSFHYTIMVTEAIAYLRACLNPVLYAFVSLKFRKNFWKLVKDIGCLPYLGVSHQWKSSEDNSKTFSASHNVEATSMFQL
Gli-Sufu antag: Gli-Sufu pathway antagonists, primary screen, luciferase luminescence, Sufu-KO-LIGHT cells, uHTS; inhibition, % at 5 µM; Sufu-KO-LIGHT fibroblasts, Gli luciferase reporter luminescence; AID 588413, 2011; 340,000 tested, 0.74% active;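 active = inhibition above about 55%, limit read from the data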;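 also: 0% = DMSO-treated cells and 100% = wells with medium but no cells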
APJ antag: antagonists of human apelin receptor APJ, primary screen, CHO-K1 cells, beta-arrestin complementation, luminescence; P35414; inhibition, % at 20 µM; 330,000 tested, 0.32% active; AID 2521, 2010;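 active = inhibition above about 40% at 20 µM, limit read from the data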;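 also: cells challenged with 10 nM apelin-13 agonist together with compound; plate controls were apelin-13 plus DMSO wells for no effect and DMSO wells lacking apelin-13 for full effect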
Target sequence (P35414 whole entry, looked up): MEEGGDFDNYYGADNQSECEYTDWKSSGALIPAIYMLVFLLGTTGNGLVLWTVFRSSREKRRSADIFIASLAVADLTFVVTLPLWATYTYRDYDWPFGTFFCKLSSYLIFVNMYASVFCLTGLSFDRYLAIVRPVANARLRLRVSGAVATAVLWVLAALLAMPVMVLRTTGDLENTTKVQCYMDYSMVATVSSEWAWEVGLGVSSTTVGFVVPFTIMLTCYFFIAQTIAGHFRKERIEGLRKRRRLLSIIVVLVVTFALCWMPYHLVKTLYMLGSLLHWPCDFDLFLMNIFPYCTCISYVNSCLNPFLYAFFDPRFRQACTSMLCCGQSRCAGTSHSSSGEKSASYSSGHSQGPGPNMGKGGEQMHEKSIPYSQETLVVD
EBI2 block: EBI2 receptor antagonists, beta-arrestin recruitment, primary screen, cell-based, luminescence, 7a,25-OHC stimulation, uHTS; G-protein coupled receptor 183 (Homo sapiens), P32249; 7a,25-OHC stimulated; 360,000 tested, 0.81% active; inhibition, % at 5 µM; in the data active = inhibition above about 38%;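 also: enzyme fragment complementation signal reports receptor beta-arrestin coupling in cells; 0% = agonist plus DMSO wells and 100% = wells without agonist; some results beyond the cut were filed as inactive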
697 NFkB inh: inhibitors of PMA/ionomycin-induced NF-kB reporter, 697 cells, primary screen, B-cell NF-kB inhibitor project, cell-based, luminescence, uHTS | 330,000 tested, 0.33% active | 697 B-cell NF-kB luciferase reporter, 16 h | inhibition, % at 4 µM | AID 435022, 2010; in the data active = inhibition above about 35%
CCR6 antagonist: CCR6 receptor antagonists, primary screen, cell-based, CHO-K1, luminescence, beta-arrestin, uHTS | inhibition, % at 20 µM | CHO-K1 CCR6 PathHunter beta-arrestin, CCL20-stimulated | 340,000 tested, 0.49% active;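 active = compounds whose inhibition of the agonist-driven luminescence signal at 20 µM reaches about 50%, limit read from the data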;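 also: cells stimulated with CCL20 at 14 nM final; plate controls were DMSO with CCL20 for no effect and DMSO without agonist for full effect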
Target sequence (P51684 whole entry, looked up): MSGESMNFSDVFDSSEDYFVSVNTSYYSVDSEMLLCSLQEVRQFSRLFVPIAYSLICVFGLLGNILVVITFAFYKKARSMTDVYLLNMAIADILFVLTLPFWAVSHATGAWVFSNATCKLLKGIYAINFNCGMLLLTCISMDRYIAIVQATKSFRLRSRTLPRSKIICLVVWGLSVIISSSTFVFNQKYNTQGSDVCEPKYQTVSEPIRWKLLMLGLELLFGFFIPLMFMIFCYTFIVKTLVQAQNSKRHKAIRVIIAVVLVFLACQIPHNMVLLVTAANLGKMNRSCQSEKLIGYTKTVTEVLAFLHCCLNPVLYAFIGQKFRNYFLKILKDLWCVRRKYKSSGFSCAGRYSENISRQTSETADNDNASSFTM
An asterisk follows results filed as active.

COc1ccc(C2c3sc(=O)[nH]c3SC3C(=O)N(c4ccccc4)C(=O)C32)cc1 (stereo unspecified) was read as Jurkat NFkB inh 0, UBC13 inh -6, CXCR6 inh -1, Gli-Sufu antag 3, APJ antag 13, EBI2 block 4, 697 NFkB inh 8 and CCR6 antagonist 19.
`Cc1ccc(CNC(=O)[C@H](C)N2C(=O)N3CCc4c([nH]c5ccccc45)[C@@]3(C)C2=O)cc1` gave Jurkat NFkB inh 1, UBC13 inh 12, CXCR6 inh 1, Gli-Sufu antag 8, APJ antag -8, EBI2 block 4, 697 NFkB inh -1 and CCR6 antagonist 8.
Screening Cn1c(=O)c2c(nc(NC(Cc3ccccc3)C(=O)O)n2Cc2ccccc2)n(C)c1=O (stereo unspecified) returned Jurkat NFkB inh -1, UBC13 inh -4, CXCR6 inh -3, Gli-Sufu antag 10, APJ antag -8, EBI2 block -6, 697 NFkB inh -34 and CCR6 antagonist 1.
For Cc1sc2ncnc(OCC(=O)N3CCN(C(=O)c4ccco4)CC3)c2c1C the results were Jurkat NFkB inh 12, UBC13 inh -2, CXCR6 inh -1, Gli-Sufu antag -7, APJ antag 24, EBI2 block 5, 697 NFkB inh 4 and CCR6 antagonist 2.
Screening CC(NC(=O)c1ccccc1)C(=O)N/N=C/c1cccc([N+](=O)[O-])c1 (stereo unspecified) returned Jurkat NFkB inh 10, UBC13 inh 0, CXCR6 inh 2, Gli-Sufu antag -12, APJ antag -6, EBI2 block -11, 697 NFkB inh 7 and CCR6 antagonist 11.
COc1ccc(-c2nc3ccc(C(=O)NCC(OC)OC)cc3nc2-c2ccc(OC)cc2)cc1 was read as Jurkat NFkB inh 0, UBC13 inh 13, CXCR6 inh 2, Gli-Sufu antag 5, APJ antag 1, EBI2 block 11, 697 NFkB inh 8 and CCR6 antagonist 13.
`COCc1nnc(SCC(=O)Nc2cccc(Cl)c2C)n1-c1ccccc1` gave Jurkat NFkB inh 8, UBC13 inh 15, CXCR6 inh -3, Gli-Sufu antag 5, APJ antag -26, EBI2 block 0, 697 NFkB inh 17 and CCR6 antagonist 6.
For COC(=O)c1cc(NS(=O)(=O)c2ccc3c(c2)CCC(=O)N3)cc(C(=O)OC)c1 the results were Jurkat NFkB inh -21, UBC13 inh 2, CXCR6 inh -1, Gli-Sufu antag 4, APJ antag 10, EBI2 block -8, 697 NFkB inh 2 and CCR6 antagonist -3.
`Cc1ccccc1OCCNc1cc(N2CCNCC2)ccc1[N+](=O)[O-]` gave Jurkat NFkB inh 22, UBC13 inh -3, APJ antag 7 and 697 NFkB inh 14.
`CN1CC(=O)N(CC(=O)NCCc2ccc(F)cc2)c2ccccc2C1=O` gave Jurkat NFkB inh -6, UBC13 inh 2, CXCR6 inh -5, Gli-Sufu antag 4, APJ antag 4, EBI2 block -7, 697 NFkB inh 25 and CCR6 antagonist 6.
Cc1ccc(C)c(Cn2nnc3c(=O)[nH]c(C4CCN(C(=O)c5cccs5)CC4)nc32)c1 was read as Jurkat NFkB inh -11, UBC13 inh 33, CXCR6 inh 7, Gli-Sufu antag -2, APJ antag 7, EBI2 block 3, 697 NFkB inh -22 and CCR6 antagonist 7.
CN(C(=O)CSc1nnc(-c2ccc3c(c2)OCO3)o1)C1CCS(=O)(=O)C1 (stereo unspecified) was read as Jurkat NFkB inh -5, UBC13 inh -15, CXCR6 inh -2, Gli-Sufu antag -14, APJ antag 10, EBI2 block 3, 697 NFkB inh 20 and CCR6 antagonist -5.
For CCCc1nc2oc3cc(OC)ccc3c(=O)c2c(=O)n1Cc1ccco1 the results were Jurkat NFkB inh 5, UBC13 inh -3, CXCR6 inh 8, Gli-Sufu antag -15, APJ antag 0, EBI2 block 1, 697 NFkB inh 13 and CCR6 antagonist 6.
For Cc1ccc(S(=O)(=O)N2Cc3ccccc3CC2C(=O)Nn2cnnc2)cc1 (stereo unspecified) the results were Jurkat NFkB inh 9, UBC13 inh -2, CXCR6 inh 8, Gli-Sufu antag 4, APJ antag -1, EBI2 block -2, 697 NFkB inh 15 and CCR6 antagonist -14.
O=C(CSc1nc2ccccc2o1)NCc1ccc2c(c1)OCO2 was read as Jurkat NFkB inh -30, UBC13 inh 1, CXCR6 inh 5, Gli-Sufu antag -33, APJ antag 17, EBI2 block 5, 697 NFkB inh -20 and CCR6 antagonist 9.
`Cc1nnc(SCc2nc3ccccc3[nH]2)s1` gave Jurkat NFkB inh 19, UBC13 inh 8, CXCR6 inh -2, Gli-Sufu antag -3, APJ antag -5, EBI2 block -9, 697 NFkB inh -1 and CCR6 antagonist -1.
Screening O=C1C2C3C=CC(C3)C2C(=O)N1c1cccc(-c2nc3ccccc3o2)c1 (stereo unspecified) returned Jurkat NFkB inh 1, UBC13 inh 0, CXCR6 inh 0, Gli-Sufu antag 15, APJ antag 20, EBI2 block 34, 697 NFkB inh -5 and CCR6 antagonist 5.
For CCCN(CC(=O)Nc1ccccc1OC)C(=O)CN1C(=O)NC2(CCCCC2)C1=O the results were Jurkat NFkB inh -17, UBC13 inh 6, CXCR6 inh 6, Gli-Sufu antag 3, APJ antag -3, EBI2 block -6, 697 NFkB inh 5 and CCR6 antagonist 10.
`O=C(c1noc2c1CCCC2)N1CCN(c2ccc(F)cc2)CC1` gave Jurkat NFkB inh 13, UBC13 inh 5, CXCR6 inh -2, Gli-Sufu antag 5, APJ antag 0, EBI2 block -1, 697 NFkB inh 4 and CCR6 antagonist 9.
CN1CCN(c2nc3c(c(=O)[nH]c(=O)n3C)n2Cc2cccc3ccccc23)CC1 was read as Jurkat NFkB inh 4, UBC13 inh 1, CXCR6 inh 9, Gli-Sufu antag 2, APJ antag 16, EBI2 block -9, 697 NFkB inh 0 and CCR6 antagonist 20.
Screening O=C(/C=C/c1ccccc1)Nc1cccnc1Oc1ccccc1F returned Jurkat NFkB inh -10, UBC13 inh 1, CXCR6 inh -2, Gli-Sufu antag -21, APJ antag 1, EBI2 block 7, 697 NFkB inh -6 and CCR6 antagonist 12.
For COc1nc2ccc(C)cc2cc1-c1noc(-c2ccccc2)n1 the results were Jurkat NFkB inh -1, UBC13 inh 17, CXCR6 inh 5, Gli-Sufu antag -5, APJ antag 10, EBI2 block 3, 697 NFkB inh 14 and CCR6 antagonist -9.
CC(=O)c1c(C)oc2ccc(N(C(C)=O)S(=O)(=O)c3ccc(Cl)c([N+](=O)[O-])c3)cc12 was read as Jurkat NFkB inh 8, UBC13 inh -7, CXCR6 inh 2, Gli-Sufu antag 6, APJ antag -19, EBI2 block 2, 697 NFkB inh -4 and CCR6 antagonist -7.
O=C(/C=C1\NCC2c3ccccc3CCN2C1=O)c1ccccc1 (stereo unspecified) was read as Jurkat NFkB inh 1, UBC13 inh -3, CXCR6 inh -5, Gli-Sufu antag -18, APJ antag 11, EBI2 block 1, 697 NFkB inh -7 and CCR6 antagonist -1.
For Cc1cccc(C)c1NC(=S)N1CCC(N(C)CC2CCCO2)CC1 (stereo unspecified) the results were Jurkat NFkB inh -3, UBC13 inh -4, CXCR6 inh 5, Gli-Sufu antag 5, APJ antag -11, EBI2 block -1, 697 NFkB inh 15 and CCR6 antagonist 5.
`CCOC(=O)C(=CNc1ccc(-c2ccco2)c(Cl)c1)C(=O)OCC` gave Jurkat NFkB inh 19, UBC13 inh -7, CXCR6 inh -12, Gli-Sufu antag -8, APJ antag -1, EBI2 block -25, 697 NFkB inh 7 and CCR6 antagonist -10.
For O=c1c2c3c(sc2ncn1-n1cccc1)CCCCC3 the results were Jurkat NFkB inh -22, UBC13 inh 3, CXCR6 inh 6, Gli-Sufu antag -15, APJ antag 10, EBI2 block 5, 697 NFkB inh -30 and CCR6 antagonist 6.
CCCCSc1nnc(-c2ccccc2)c2ccccc12 was read as Jurkat NFkB inh 3, UBC13 inh 0, CXCR6 inh 1, Gli-Sufu antag 15, APJ antag 5, EBI2 block 2, 697 NFkB inh -15 and CCR6 antagonist 16.
O=C(NCc1ccccc1)C(=O)NCC1OCCN1C(=O)c1ccc(Cl)cc1 (stereo unspecified) was read as Jurkat NFkB inh 11, UBC13 inh -4, CXCR6 inh 4, Gli-Sufu antag -4, APJ antag -6, EBI2 block -6, 697 NFkB inh 23 and CCR6 antagonist -9.
Screening O=[N+]([O-])c1ccc(N/N=C/c2ccccc2)c(F)c1 returned Jurkat NFkB inh -72, UBC13 inh -33, CXCR6 inh 6, Gli-Sufu antag -46, APJ antag 10, EBI2 block 3, 697 NFkB inh -53 and CCR6 antagonist 30.
CCOc1ccc(NC(=O)Cn2nnc(-c3ccccc3F)n2)cc1 was read as Jurkat NFkB inh -10, UBC13 inh 3, CXCR6 inh -2, Gli-Sufu antag -3, APJ antag -1, EBI2 block -3, 697 NFkB inh 2 and CCR6 antagonist 5.
Screening Cc1ccccc1-c1nnc(SCC(=O)N(C)c2c(N)n(Cc3ccccc3)c(=O)[nH]c2=O)n1C returned Jurkat NFkB inh 5, UBC13 inh 2, CXCR6 inh 6, Gli-Sufu antag -10, APJ antag 19, EBI2 block 2, 697 NFkB inh 11 and CCR6 antagonist 13.
Screening Cc1sc2nc(SCC(=O)OC(C)C)n(C)c(=O)c2c1C returned CXCR6 inh -1, Gli-Sufu antag -32, EBI2 block 6 and CCR6 antagonist -10.
COc1cccc(C(=O)Nn2c(C)nnc2-n2nc(C)cc2C)c1 was read as Jurkat NFkB inh 4, UBC13 inh 3, CXCR6 inh -8, Gli-Sufu antag 1, APJ antag -4, EBI2 block -6, 697 NFkB inh 5 and CCR6 antagonist -9.
CCCOc1ccc(NC(=O)c2c(-c3ccccc3)noc2C)cc1 was read as Jurkat NFkB inh -3, UBC13 inh -7, CXCR6 inh 12, Gli-Sufu antag -12, APJ antag 9, EBI2 block -2, 697 NFkB inh 8 and CCR6 antagonist 19.
`CC(=O)NNC(=O)c1[nH]c2ccc(Br)cc2c1-c1ccccc1` gave Jurkat NFkB inh 10, UBC13 inh -1, CXCR6 inh -1, Gli-Sufu antag 3, APJ antag 3, EBI2 block 10, 697 NFkB inh 4 and CCR6 antagonist -3.
`Cc1[nH]c(=O)[nH]c(=O)c1S(=O)(=O)N1CCCc2ccccc21` gave Jurkat NFkB inh -18, UBC13 inh -7, CXCR6 inh -5, Gli-Sufu antag -2, APJ antag -16, EBI2 block -2, 697 NFkB inh -18 and CCR6 antagonist 8.
Screening COc1ccc(CN(C)C(=O)Cc2c[nH]c3ccccc23)c(OC)c1OC returned CXCR6 inh -3, Gli-Sufu antag 19, EBI2 block -5 and CCR6 antagonist 6.
Screening O=C(Nc1ccc(Cl)cc1)N1CCN(c2ccc3nnc(-c4ccc(F)cc4)n3n2)CC1 returned Jurkat NFkB inh 7, UBC13 inh 27, CXCR6 inh 5, Gli-Sufu antag 26, APJ antag 9, EBI2 block 48*, 697 NFkB inh 16 and CCR6 antagonist 2.
For c1ccc(CCCc2nc(-c3cccnc3)no2)cc1 the results were Jurkat NFkB inh -2, UBC13 inh 1, CXCR6 inh 4, Gli-Sufu antag -12, APJ antag 5, EBI2 block -2, 697 NFkB inh -24 and CCR6 antagonist 13.

Ordered by count of non-hydrogen atoms (high to low): part of the list above
Cc1ccc(C)c(Cn2nnc3c(=O)[nH]c(C4CCN(C(=O)c5cccs5)CC4)nc32)c1 was read as Jurkat NFkB inh -11, UBC13 inh 33, CXCR6 inh 7, Gli-Sufu antag -2, APJ antag 7, EBI2 block 3, 697 NFkB inh -22 and CCR6 antagonist 7.
For Cc1ccc(S(=O)(=O)N2Cc3ccccc3CC2C(=O)Nn2cnnc2)cc1 (stereo unspecified) the results were Jurkat NFkB inh 9, UBC13 inh -2, CXCR6 inh 8, Gli-Sufu antag 4, APJ antag -1, EBI2 block -2, 697 NFkB inh 15 and CCR6 antagonist -14.
O=C(/C=C1\NCC2c3ccccc3CCN2C1=O)c1ccccc1 (stereo unspecified) was read as Jurkat NFkB inh 1, UBC13 inh -3, CXCR6 inh -5, Gli-Sufu antag -18, APJ antag 11, EBI2 block 1, 697 NFkB inh -7 and CCR6 antagonist -1.

Outcome played no part in choosing rows; 3% or so of the library scored in one or more.
